p53ts 39C kill: kills p53ts cells at the nonpermissive temperature; H1299-p53A138V viability at 39C, ATP luminescence, 24 h; Potency, µM (doses to about 46.1 µM), for inactives: top-dose activity change, negative = cell killing, usual class: cytotoxic; hit rate 1.5% among 130,000; AID 902; note: nearly all actives have a fitted effect of over 55% in size
Imprint erasure: induces erasure of genomic imprints in mouse ES cells. mouse ES Peg3-LacZ reporter, beta-gal luminescence, 40 h. Potency, µM (titrated, usually from 60.7 µM), inactives show top-dose activity change, positive = activation, hits mostly activators. hit rate 0.02% among 110,000;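 note: 0% = negative control wells on the plate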
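Gelatin-coated wells received 300 freshly trypsinized female ES cells with a Peg3LacZ-Neo reporter on the maternal allele, then incubated 40 hours at 37C. BetaGlo was added for 5 minutes at room temperature before a single luminescence read.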
IkB sig inh: suppresses IkB signaling in ABC-DLBCL reporter cells; ABC-DLBCL IkBa-CBG/CBR dual luciferase ratio, 4 h; response scale: scaled: untreated 0%, proteasome inhibitor 100%; Potency, µM (series often up to 57.1 µM), inactives show at the top dose IkBa stabilization activation; hit rate 0.04% among 110,000; AID 445; active = well fitted curve in the direction sought with a large enough effect in the signal ratio, not every such curve was filed as active; inconclusive = small, poorly fitted or top-dose-only effect, or a change in a side signal; the % refers to the signal ratio;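 note: the direction sought is a rising ratio; 0% = basal untreated cells and 100% = reference inhibitor full response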
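Luminescence ratio of IκBα-fused green versus native red beetle luciferase in OCI-Ly3 cells, 4 h post-doxycycline with compound; red signal alone, scaled from basal (0%) to zero light (-100%), flagged nonspecific or cytotoxic effects.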
p53ts 32C kill: kills p53ts cells at the permissive temperature; H1299-p53A138V at 32C, ATP luminescence viability, 24 h; hit rate 0.93% among 130,000; AID 924; Potency, µM (series often up to 46.1 µM), without a hit: at the top dose activity change, negative = cytotoxicity, hits mostly cytotoxic;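 note: 0% = DMSO and -100% = full killing by reference compound; nearly all actives have a fitted effect of over 55% in size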
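Viability by ATPlite luminescence after 24 h compound treatment (up to 46 uM) at the permissive 32C. Cells are H1299 carrying p53 A138V. Scale runs from DMSO basal to 100 uM tamoxifen as full kill; AC50 from Hill fits.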
* = called active by the depositor; ? = inconclusive; . = no result given; & = joins results of further samples; [ ] = dose if it differs, or a comment. Unless noted, calls come from the whole dose curve; as a rule, active = well fitted curve in the direction sought with a large enough effect; inconclusive = small, poorly fitted or top-dose-only effect, or another doubt; inactive = no such curve, though single readings can be large; an effect the other way counts as inactive or inconclusive. Unless noted, % is set by controls: 0 for no effect and ±100 for the full control effect; potency is the fitted concentration of half-maximal effect. Not a hit list, and some 1.8% of all compounds hit somewhere here.

SMILES | p53ts 39C kill | Imprint erasure | IkB sig inh | p53ts 32C kill
COc1ccc(-n2c(SCC(=O)N3CCCC3)nc3c([nH]c4ccccc43)c2=O)cc1 | -2% | 1% | 0.4% | 9%
CC(=O)c1ccc(NC(=O)CCn2nc(C)c(S(=O)(=O)N3CCC(C)CC3)c2C)cc1 | -5% | -15%[10.9 µM] | 1.2% | 4%
COCCCN(C(=O)Nc1cccc(Cl)c1)C(C)c1ccccn1 (configuration not stated) | 22% | . | . | -4%
Cc1ccc2c(c1)nnn2C1CCN(C(=O)NC23CC4CC(CC(C4)C2)C3)CC1 | 15% | 2% | -0.6% | 8%
Cc1cccc(CSCCNC(=O)C2CCN(S(=O)(=O)Cc3ccccc3)CC2)c1 | -12% | -5%[10.9 µM] | ? | 9%
Cc1ccc(CNC(=O)CCS(=O)(=O)c2cc3c(cc2Cl)NC(=O)CO3)cc1 | -21% | 0%[10.9 µM] | ? | -10%
CCCCCCn1c(/C=C/c2ccccc2)nc2ccccc21 | ? | -17%[10.9 µM] | ? | ?
CC1CCc2c(sc(NC(=O)c3noc4c3CCCC4)c2C(N)=O)C1 (configuration not stated) | -9% | -1% | 2.7% | 1%
O=C(Nc1ccccc1F)N(CCCN1CCOCC1)Cc1cc2cc3c(cc2[nH]c1=O)OCCO3 | -6% | -18% | -1.4% | 6%
CCOC(=O)N1CCC(NC(=O)Cn2ncc3ccccc32)CC1 | 0% | 3% | 2.8% | 20%
CCOc1ccc(-c2cc3nc(C4CCN(C(=O)OC(C)(C)C)CC4)c(C(=O)Nc4ccc(C)cc4C)cn3n2)cc1 | 1% | -20%[10.9 µM] | ? | 0%
Fc1ccc(-c2cc3nc4c(c(N5CCOCC5)n3n2)CCCC4)cc1 | -13% | -8% | 4.4% | -19%
COC(=O)c1[nH]c2cccc(Cl)c2c1NC(=O)CN1CCCCC1C (configuration not stated) | 1% | -3% | -1.7% | 15%
COC(=O)CSc1nnc(CNC(=O)Cc2ccccc2)n1C | -5% | 23% | 0.2% | 22%
COc1ccccc1NC(=O)CSc1nnc(C)n1CCc1ccccc1 | 5% | -10% | 3.0% | -6%
Cc1ccc(S(=O)(=O)N2CCCCC2)cc1C(=O)Nc1ccc2cn[nH]c2c1 | -11% | -8% | 2.3% | 18%
CCc1ccccc1NCc1nnc2n1CCCCC2 | 22% | 8%[10.9 µM] | ? | 13%
COC(=O)c1ccccc1NC(=O)CSc1n[nH]c(C)n1 | 1%&12% | -6%[10.9 µM] | -0.9% | 5%&3%
Cc1ccc(CN(Cc2ccco2)C(=O)COc2cccc(C)c2C)o1 | -39% | -17%[10.9 µM] | ? | 1%
COC(=O)C1=C(C)OC(N)=C(C#N)C1c1ccsc1 (configuration not stated) | -3% | . | . | 14%
O=C(Nc1cccc(O)c1)c1cc(S(=O)(=O)N2CCCC2)ccc1Cl | -13% | -10% | 5.5% | 2%
O=C(Cc1cccs1)NCc1cn2ccccc2n1 | 20% | -11% | 1.3% | -5%
Cc1ccc(N(CC(=O)Nc2ccc(Br)cc2)S(=O)(=O)c2cccs2)cc1 | -19% | -12%[10.9 µM] | -1.3% | 11%
CC(=O)c1cc(CN2C(=O)CCC2=O)cs1 | 7% | 0% | 0.2% | -4%
O=C(C1CC1)N1CCN=C1SCc1ccccc1 | -4% | -14% | -3.6% | -2%
CCn1c2ccccc2c2cc(NC(=O)COc3cccc(C)c3)ccc21 | ? | -12%[10.9 µM] | 4.6% | ?
O=c1c(-c2ccccc2)[n+]([O-])c2ccccc2n1O | 7% | -11% | 2.3% | 0%
Cc1ccc(NC(=O)CN2C(=O)CSc3ccc(S(=O)(=O)N4CCCC4)cc32)c(C)c1 | -2% | -9%[10.9 µM] | -1.5% | 0%
Cc1ccc(Cl)cc1N1CCN(C(=O)CCSCc2ccccc2F)CC1 | 20% | 3%[10.9 µM] | ? | -11%
OC(CN(c1ccccc1)c1ccccc1)Cn1cnc2ccccc21 (configuration not stated) | 19% | -17% | ? | 27%
COc1ccc(-c2cc(C(=O)Oc3cccc(C)c3)c3ccccc3n2)cc1 | ? | -17%[10.9 µM] | -2.2% | -24%
COc1cc(OC)cc(-n2nnnc2SCC(=O)N2CCCc3ccccc32)c1 | 7% | . | 0.1% | 11%
COCCCNC(=O)c1ccc(-n2c(-c3ccccc3)cc3c2CCCCC3)cc1 | ? | -10%[10.9 µM] | ? | ?
COc1ccc(C2N(c3ccc(Cl)cc3)C(=O)C3CCCN32)cc1 (configuration not stated) | 7% | -23% | -1.3% | -2%
COc1ccc(C2c3c(-c4ccc(F)cc4)n[nH]c3C(=O)N2c2ccccc2)cc1OC (configuration not stated) | ? | -16%[10.9 µM] | ? | -2%
CCn1c2ccccc2c2cc(NC(=O)CSc3nnnn3-c3ccccc3)ccc21 | 0% | -16% | 1.5% | 9%
CC(=O)N1c2ccc(S(=O)(=O)N3CCC(C(=O)Nc4cccc(Cl)c4C)CC3)cc2CC1C (configuration not stated) | -12% | -17%[10.9 µM] | ? | -4%
c1ccc(-c2cc(-c3nn4c(-c5ccco5)nnc4s3)c3ccccc3n2)cc1 | -14% | -13% | ? | -5%
CSc1cccc(NC(=O)CN(c2ccccc2)S(=O)(=O)N(C)C)c1 | ? | -3%[10.9 µM] | ? | -8%
CN(C)c1ccnc2sc(C(=O)NCc3ccccc3)c(N)c12 | -7% | -20% | ? | -17%
CCOc1ccccc1CNS(=O)(=O)c1ccc2[nH]c(=O)sc2c1 | 7% | -7% | 2.6% | -4%
CCC(C)NC(=O)CC1Oc2ccc(C)cc2NC1=O (configuration not stated) | 2% | 4% | -2.0% | 0%
O=C(COc1ccc2oc(-c3ccccc3)cc(=O)c2c1)NCc1ccco1 | -20% | -31%[inhibitor] | 10.0% | -19%
Cc1cc(C)n(-c2nnc(Nc3ccc(C)c(C)c3)c3ccccc23)n1 | -21% | 5%[10.9 µM] | ? | -5%
C=CCn1c(C(C)NC(=O)C(C)(C)C)nc2ccccc21 (configuration not stated) | -2% | -4% | 2.8% | 2%
CN(C(=O)Cn1cnc2onc(-c3ccc(F)cc3)c2c1=O)c1ccccc1Cl | 5% | -4%[10.9 µM] | ? | -10%
Cn1c(=O)[nH]c(=O)c2c1nc(N1CCCCCC1)n2CCN1CCCCCC1 | -15% | -5% | -0.6% | -8%
CCOc1ccc(-n2c(Cc3ccccc3)nnc2SCc2c(C)noc2C)cc1 | 9% | -6% | 0.7% | 14%
CCc1ccc2oc(=O)cc(CN3CCN(c4ccc(F)cc4)CC3)c2c1 | -4% | -29% | ? | 2%
CCOc1ccc(C(=O)Nc2cccc(NC(=O)c3ccco3)c2)cc1Cl | 1% | -17%[10.9 µM] | ? | -1%
Cc1ccccc1C(=O)Nc1cccc(OCc2cc(=O)n3cccc(C)c3n2)c1 | 11% | 4%[10.9 µM] | ? | 5%
COc1ccc(NC(=O)CCc2c(C)nc3c(c2C)c(=O)n(C)c(=O)n3C)c(OC)c1 | -7% | -5%[10.9 µM] | ? | -6%
CCc1c(C)sc(NC(=O)C2c3ccccc3Oc3ccccc32)c1C(=O)OC(C)C | 4% | -12%[10.9 µM] | 6.1% | 17%
Cc1cccn2c(=O)c3cc(C#N)c(=O)n(-c4nnc(SCc5ccc(Cl)cc5)s4)c3nc12 | 16% | -17%[10.9 µM] | ? | 1%
Cc1cccc(-c2nc(SCCCOc3ccccc3Cl)n3[nH]c(=O)cc3n2)c1 | -15% | 9%[10.9 µM] | -2.1% | 11%
Cn1c(/C(C#N)=C/C2CC=CCC2)nc2ccccc21 (configuration not stated) | -7% | -3% | 6.0% | -16%
CC(C)(C)c1ccc(C(=O)N2CCN(Cc3cc(=O)n4nc(-c5ccccc5F)sc4n3)CC2)cc1 | -3% | 3%[10.9 µM] | ? | 11%
CC1CCN(c2nc3c(c(=O)n(C)c(=O)n3C)n2CCSc2nc3ccccc3s2)CC1 | 13% | -10% | -1.1% | -4%
COc1ccc(N2CCN(C(=O)c3sc4nc(-c5ccc(F)cc5)cn4c3C)CC2)cc1 | 1% | 8% | 6.2% | 3%
CCOC(=O)N1CCN(c2ncnc3c2oc2nc(CC(C)C)c4c(c23)CCC4)CC1 | 8% | 5% | 0.4% | 3%

Results in IkB sig inh and p53ts 32C kill (2 entries from above):
Structure,IkB sig inh,p53ts 32C kill
CCc1ccc2oc(=O)cc(CN3CCN(c4ccc(F)cc4)CC3)c2c1,?,2%
CCOc1ccc(C(=O)Nc2cccc(NC(=O)c3ccco3)c2)cc1Cl,?,-1%

(continued)
SMILES | p53ts 39C kill | Imprint erasure | IkB sig inh | p53ts 32C kill
CCc1ccc(Nc2ncc3c(n2)CC(c2ccco2)CC3=O)cc1 (configuration not stated) | 9% | -17% | -0.2% | 3%
O=C(CCCCn1c(=O)c2ccccc2n(CC(=O)Nc2ccccc2)c1=O)NCc1ccccc1Cl | 27% | -2%[10.9 µM] | ? | 17%
Cc1cc(-c2ccccc2)c(C#N)c(SCC(N)=O)n1 | -3% | 2% | -1.1% | -5%
O=S(=O)(Nc1ccc2c(c1)OCCO2)c1cccc2cccnc12 | -5% | -15% | 1.8% | -17%
CCOC(=O)N1CCN(C(=O)C2CC(=O)N(Cc3ccc(OC)cc3)C2)CC1 (configuration not stated) | -9% | 11% | -0.9% | -4%
Cc1nc2c(C(=O)O)cnn2c(C)c1Cc1ccccc1F | 1% | -3% | 0.6% | 9%
CC(C)c1nnc(N2C(=O)c3oc4ccccc4c(=O)c3C2c2cccc(O)c2)s1 (configuration not stated) | -2% | 6%[10.9 µM] | ? | 0%
CCc1ccc(C2=NN(CCC(=O)NCCc3ccc(OC)c(OC)c3)C(=O)CC2)cc1 | -18% | -7%[10.9 µM] | -1.8% | 15%
CCOC(=O)c1sc2cccc(Cl)c2c1N | -6% | . | . | -10%
Cc1nc2ccn(Cc3cccs3)c(=O)c2cc1C(=O)N1CCN(c2ccccc2F)CC1 | -16% | 15%[10.9 µM] | ? | 4%
CCOc1ccc(N2CC(O)Cn3c2nc2c3c(=O)n(CCCc3ccccc3)c(=O)n2C)cc1 (configuration not stated) | -9% | -10% | -0.9% | 7%
COc1ccccc1NS(=O)(=O)c1ccc2oc(SC3CCOC3=O)nc2c1 (configuration not stated) | -17% | 3% | 1.6% | -3%

3 structures out of the list, ordered by count of non-hydrogen atoms, ascending.
SMILES | p53ts 39C kill | Imprint erasure | IkB sig inh | p53ts 32C kill
CCOC(=O)c1sc2cccc(Cl)c2c1N | -6% | . | . | -10%
Cc1nc2c(C(=O)O)cnn2c(C)c1Cc1ccccc1F | 1% | -3% | 0.6% | 9%
O=C(CCCCn1c(=O)c2ccccc2n(CC(=O)Nc2ccccc2)c1=O)NCc1ccccc1Cl | 27% | -2%[10.9 µM] | ? | 17%

Following part
SMILES | p53ts 39C kill | Imprint erasure | IkB sig inh | p53ts 32C kill
CC(C)=NOCc1ccc(-c2cn([C@@H]3COC[C@@H]3O)nn2)cc1 | 10%[9.22 µM] | . | . | -11%[9.22 µM]
O=S(=O)(Nc1nc2ccccc2nc1Nc1ccccc1Br)c1ccccc1 | 9% | -6%[10.9 µM] | ? | -1%
COc1cc(-c2noc(-c3ccc(NCc4ccccc4)c([N+](=O)[O-])c3)n2)cc(OC)c1OC | -5% | 7%[10.9 µM] | ? | -17%
CCOC(=O)C(=O)Nc1nnc(Cc2ccc(OC)c(OC)c2)s1 | 3% | . | . | 6%
O=C(c1ccc(CS(=O)c2ccccc2Cl)o1)N1CCN(c2ccccc2F)CC1 (configuration not stated) | -22% | -29%[10.9 µM] | ? | -4%
Cc1cccc(CSc2nnc(Cn3c(=O)sc4ccccc43)n2C)c1 | -5% | -14% | 1.6% | 4%
CCC(C)n1c(C)nc2c(c1=O)c1nc3ccccc3nc1n2-c1ccc2c(c1)OCCO2 (configuration not stated) | 11% | -5% | -0.7% | 11%
COCCn1nnnc1C(c1cc2cc(C)ccc2[nH]c1=O)N1CCN(C2CCCCC2)CC1 (configuration not stated) | -5% | -13% | 3.2% | -1%
O=C(CSc1nnc(-c2cccnc2)n1C1CCCCC1)NC1CCCC1 | 0% | -9% | 1.7% | 3%
COc1cccc(NC(=O)Cn2cc(C(=O)C3CCCCC3)c3ccccc32)c1 | -21% | 3%[10.9 µM] | ? | 9%
O=C(O)CCCC(=O)N1CCc2cc(S(=O)(=O)N3CCc4ccccc43)ccc21 | 16% | 4% | 1.4% | 7%
